Screens: PubChem BioAssay, IUPUI and University of Michigan
ST2 inh: IL1RL1 inhibition; Q01638; 2.3% of 78,000 active; AID 1259354; AlphaLISA ST2-Fc/biotin-IL-33 interaction, 1 h; inhibition, % for hits at 17 µM; in the data active = inhibition above about 30%; inconclusive = mostly about 10% to 28%
Target sequence (Q01638 whole entry, looked up): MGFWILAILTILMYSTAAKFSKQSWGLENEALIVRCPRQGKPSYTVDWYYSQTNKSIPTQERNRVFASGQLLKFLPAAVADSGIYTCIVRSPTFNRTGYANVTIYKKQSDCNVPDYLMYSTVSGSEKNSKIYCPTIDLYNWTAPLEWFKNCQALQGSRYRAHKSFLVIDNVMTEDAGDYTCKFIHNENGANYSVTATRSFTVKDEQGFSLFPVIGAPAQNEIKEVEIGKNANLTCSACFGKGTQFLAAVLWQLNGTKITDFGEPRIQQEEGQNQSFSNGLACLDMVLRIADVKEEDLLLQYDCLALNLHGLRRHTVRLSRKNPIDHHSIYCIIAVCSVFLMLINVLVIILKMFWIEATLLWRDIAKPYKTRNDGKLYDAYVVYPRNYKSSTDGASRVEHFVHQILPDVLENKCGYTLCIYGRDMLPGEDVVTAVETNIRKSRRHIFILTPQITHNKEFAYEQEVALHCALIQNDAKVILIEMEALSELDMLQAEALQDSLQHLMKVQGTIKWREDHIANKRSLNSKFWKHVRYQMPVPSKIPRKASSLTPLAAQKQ
* hit, by the source's call; i = inactive; ? = inconclusive.

SMILES	ST2 inh
CCN1C(=O)N(CCC(C)C)C2(CCN(CCC(C)c3ccccc3)CC2)C1=O (centres undefined)	?
COc1ccc(C2Nc3ccccc3NC3=C2C(=O)CCC3)c(OC)c1 (centres undefined)	i
COc1ccc(OC)c(S(=O)(=O)N2CCN(c3nc(C)cc(Nc4ccc(C)cc4)n3)CC2)c1	?
CCN(Cc1ccccc1F)C(=O)c1nn(C)c2ccccc12	i
COc1ccc(NC(=O)C2CCN(c3ccc(-c4cccs4)nn3)CC2)c(OC)c1	i
O=C(Nc1c2c(nn1-c1cccc(Cl)c1)CS(=O)C2)c1ccccc1[N+](=O)[O-] (centres undefined)	i
CCS(=O)(=O)c1ccc2oc(=O)c(C=C(O)c3ccc(OC)c(OC)c3)nc2c1	i
Cn1ncc(N=Cc2ccccc2)c1C(=O)Nc1cccc(Cl)c1	?
O=C1OC(c2ccccc2)OC(=O)C1=Cc1ccc(-c2cc(C(=O)O)ccc2Cl)o1 (centres undefined)	i
Cc1ccc(N(C(=O)COc2ccc(C(C)(C)C)cc2)C2C=CS(=O)(=O)C2)cc1 (centres undefined)	?
Cc1ccc(-n2nc3c(c2NC(=O)c2ccco2)CS(=O)C3)cc1 (centres undefined)	i
Cc1ccc(-c2cc(CC(C)C)nc(N)c2C#N)cc1	i
COCC(=O)N1CCN(S(=O)(=O)c2ccccc2)C[C@H]1C(=O)N[C@H](Cc1c[nH]c2ccccc12)C(N)=O	i
CCN(CC)S(=O)(=O)c1cc(C(=O)Nc2ccc(Cl)cn2)ccc1OC	i
CCc1nc(SCC(N)=O)c(C#N)cc1C	i
CC(NS(C)(=O)=O)C(c1cccs1)N1CCN(c2ccccc2F)CC1 (centres undefined)	i
OCCNCCOc1ccc(OCc2ccccc2)cc1	i
O=C1c2ccccc2NC(c2ccc3c(c2)OCO3)N1Cc1ccco1 (centres undefined)	i
COc1ccc(CN2CCN(C(C)C)CC2)cc1OCC(O)CN1CCCCCCC1 (centres undefined)	?
O=C(CSc1nc(-c2ccccc2)cc(=O)[nH]1)Nc1ccccc1F	?
c1ccc(C(Cn2ccnc2)n2ccnc2-c2cnc[nH]2)cc1 (centres undefined)	i
Cc1ccnc(NS(=O)(=O)c2ccc(N=CC3=C(O)CC(C)(C)CC3=O)cc2)n1	i
Cc1ccc(OCC(=O)Nc2ccc(C(=O)O)cc2)cc1C	?
CCC1CCC(C(=O)NC(C(=O)Nc2ccc3c(c2)OCCO3)C(C)C)CC1 (centres undefined)	i
COc1ccc(C(=O)Nc2cccc([N+](=O)[O-])c2)cc1	?
Cc1ccccc1N1CCN(c2ncccc2CNC(=O)C2COC(=O)N2)CC1 (centres undefined)	i
OCCn1c(-c2cccc3cccnc23)nc2ccccc21	i
CSc1ccccc1NC(=O)CCCn1nc([N+](=O)[O-])cc1C	i
Fc1ccc(-c2cc(C(F)(F)F)nc(NCC3CCCO3)n2)cc1 (centres undefined)	i
CC(=O)N(c1ccc2oc3c(c2c1)CCCC3)S(=O)(=O)c1ccc(C)cc1	?
Cc1ccccc1OCCN1C(=O)c2ccccc2C1=O	?
Fc1ccc(C2=CC(c3ccccc3)n3c(nc4ccccc43)N2)cc1 (centres undefined)	?
O=C(CCN1CCCCO1)N1CCCC1c1nc(-c2ccccc2)no1 (centres undefined)	?
O=C(c1ccc2oc(CCCc3ccccc3)nc2c1)N1CCCCC1c1cccnc1 (centres undefined)	?
CCOc1ccc(NC(=O)c2oc3ccccc3c2NC(=O)c2cccs2)cc1	i
Cc1cn(CC(=O)c2ccccc2)c2ccccc12	?
Cc1cc(C)n(-c2ccc(NC(=O)C3CCN(CC4CC=CCC4)CC3)cc2)n1 (centres undefined)	i
Cc1cc(C)nc(NS(=O)(=O)c2ccc(Cl)cc2)n1	i
COc1cccc(CC(=O)N[C@@H]2c3ccccc3C3(CCNCC3)[C@H]2O)c1	i
CC(=O)N1CCC(N(C)Cc2cc(-c3cccs3)n[nH]2)CC1	i
O=C(CSc1nc(-c2ccco2)nc2cc(=O)[nH]n12)Nc1ccc2c(c1)OCO2	i
CCOc1ccc(CCNC(=O)c2cc3cccc(OC)c3oc2=O)cc1OCC	i
CN(Cc1ccccc1)C(=O)c1cc(-c2ccc(Cl)c(Cl)c2)on1	i
COc1ccc(C2C(C(=O)c3cccs3)=C(O)C(=O)N2CCCN2CCOCC2)cc1OC (centres undefined)	i
CN(CCNC(=O)C1CCCN1c1nnc(N2CCCC2=O)s1)C1CCCCC1 (centres undefined)	i
Cc1nc2ccccc2c2c1C(=O)N(Cc1ccccc1Cl)C2=O	?
CCCSc1ccc(N)nc1	i
COc1ccccc1NC(=O)c1cccnc1	i
CCN(CC)c1ncccc1CNC(=O)c1nccc2ccccc12	i
Cc1ccc(OCC(=O)N2CCc3ccccc3C2)cc1C	i
Cc1ccc(C)c(S(=O)(=O)Nc2ccc3oc(C)c(C(=O)OC(C)C)c3c2)c1	i
COc1ccc(-c2cc(C[C@H]3CNCC[C@H]3CC(=O)N3CCN(c4ccccn4)CC3)no2)cc1	i
O=C(CN1C(=O)c2ccccc2C1=O)NC(c1ccccc1)c1ccccc1Br (centres undefined)	i
O=C(NCCc1ccccc1)c1ccco1	i
Cc1cccc(NC(=O)c2ccc([N+](=O)[O-])o2)c1	42.0%*
CCCCNC(=O)N(C)c1nncnc1C(=O)NC	i
COC(Cn1ccnc1-c1ccc(CO)o1)c1cccs1 (centres undefined)	i
NC1(C(=O)N2CCC(c3cc(-c4ccccc4Cl)n[nH]3)CC2)CCC1	i
C#CCOc1c(Cl)cc(C=O)cc1OCC	i
COc1ccc2c(C)c(C(=O)NCC3(O)CCCNCC3)oc2c1 (centres undefined)	i
Next section:
SMILES	ST2 inh
COc1ccc2oc(=O)c(-c3nc(-c4cccc([N+](=O)[O-])c4)n[nH]3)cc2c1	?
CN(Cc1ccccc1)c1nc(-c2ccco2)cc(C(F)(F)F)n1	i
O=C(NCc1ccc2c(c1)OCO2)c1ccc(Br)o1	i
O=C1C2C3CCCC3=C3CCCC3C2C(=O)N1c1ccc(F)cc1 (centres undefined)	i
O=C(NCCN1CCN(c2ncccn2)CC1)C1CCOC1 (centres undefined)	i
Cc1n[nH]c(C)c1S(=O)(=O)O	i
Cc1cc(N2CCCC2)n2c(nc3ccccc32)c1C#N	?
COc1ccc(C2Nc3ccc4ccccc4c3C3=C2C(=O)CC(C)(C)C3)c(OC)c1OC (centres undefined)	i
O=C(Nc1cccc(Br)c1)C1CCN(S(=O)(=O)c2ccc(Cl)cc2)CC1	i
Cc1[nH]c2ccc([N+](=O)[O-])cc2c1CCN1C(=O)OC(C)(C)C1(C)O (centres undefined)	i
C=CCC1c2cccc(C(=O)O)c2C(=O)N1c1cccc(OC)c1 (centres undefined)	i
Cc1cccn2c(=O)c3cc(C(=O)NC(C)c4ccccc4)n(C)c3nc12 (centres undefined)	i
O=C(Nc1ccc(Br)cc1)c1cnc2n(c1=O)CCS2	i
COc1cccc(OC)c1C(=O)N=c1sc2cccc(OC)c2n1C	?
Cc1ccc(CN2C(=O)/C(=C/C(=O)NCc3ccc4c(c3)OCO4)Sc3ccccc32)cc1	i
C#CCN1C(=O)C(O)(CC(=O)c2ccc(F)cc2)c2ccccc21 (centres undefined)	i
Cc1cc(OCC(O)CN2CCN(c3ccccc3)CC2)ccc1Cl (centres undefined)	i
CCc1nnc(NC(=O)c2ccccc2Cl)s1	i
CN1CN=C2SC3(COC(c4cccc(Br)c4)OC3)C(=O)N2C1 (centres undefined)	i
CCc1ccccc1NC(=O)C1CCCCC1C(=O)O (centres undefined)	i
CCCc1ccc(OCC(=O)Nc2ccc(C)c([N+](=O)[O-])c2)cc1	?
CC(C)CN1C(=O)c2cccc3cccc(c23)C1=O	?
COC(=O)C(C)Oc1cc2oc(=O)c3c(c2cc1Cl)CCCC3 (centres undefined)	i
O=C(Nc1ccc(I)cc1)c1ccc([N+](=O)[O-])o1	?
CC(NC(=O)c1ccco1)C(c1cccs1)N1CCN(C)CC1 (centres undefined)	i
CC(C)CCNC(=O)C1c2c(n(C)c3ccccc23)SCC(=O)N1c1ccc(F)cc1F (centres undefined)	i
CCOc1ccc(NC(=O)c2oc3ccccc3c2NC(=O)COc2ccc(F)cc2)cc1	i
O=S(=O)(c1ccc(O)c(N=Cc2ccc[nH]2)c1)c1ccc(O)c(N=Cc2ccc[nH]2)c1	?
Cc1nc(C(C)N(C)C(=O)NC2CCCC2)c(C)s1 (centres undefined)	i
CN(C)CCOC(=O)c1ccc(N2Cc3ccccc3C2=N)cc1	i
O=C(Nc1nc(-c2ccccn2)cs1)c1ccc(S(=O)(=O)N2CCOCC2)cc1	i
O=C(NCc1cccc2[nH]ccc12)C1CCC(=O)N(CCCN2CCOCC2)C1 (centres undefined)	i
Cc1nn(CCCC(=O)Nc2ccc(OC(F)(F)F)cc2)c(C)c1[N+](=O)[O-]	i
N#Cc1ccc(-c2csc(NC(=O)c3ccc(N4C(=O)CCC4=O)cc3)n2)cc1	?
CC1=C(C(=O)Nc2ccc(C)cc2C)C(c2c(F)cccc2Cl)n2ncnc2N1 (centres undefined)	i
O=C(Nc1ccccc1)[C@H]1O[C@H](CCN2CCN(c3ccc(F)cc3)CC2)CC[C@@H]1O	?
COc1cccc(CN2CCN(C/C=C/c3ccccc3)CC2)c1OC	i
CSC1=N/C(=C\c2ccc(N(C)C)cc2)C(=O)S1	?
COC(=O)[C@@H]1Cc2ncn(Cc3ccc(Cl)cc3)c2CN1Cc1ccccc1	i
O=C(O)C1CCC(CNCc2ccccc2Cl)CC1 (centres undefined)	i

Part of the list above in order of molar mass, falling:
SMILES	ST2 inh
CC1=C(C(=O)Nc2ccc(C)cc2C)C(c2c(F)cccc2Cl)n2ncnc2N1 (centres undefined)	i
O=C(NCc1cccc2[nH]ccc12)C1CCC(=O)N(CCCN2CCOCC2)C1 (centres undefined)	i
COC(=O)[C@@H]1Cc2ncn(Cc3ccc(Cl)cc3)c2CN1Cc1ccccc1	i
O=C(Nc1ccc(I)cc1)c1ccc([N+](=O)[O-])o1	?
CN(C)CCOC(=O)c1ccc(N2Cc3ccccc3C2=N)cc1	i

Gathered by group, the compounds so far containing a CF3 group.
SMILES	ST2 inh
Fc1ccc(-c2cc(C(F)(F)F)nc(NCC3CCCO3)n2)cc1 (centres undefined)	i
CN(Cc1ccccc1)c1nc(-c2ccco2)cc(C(F)(F)F)n1	i
Cc1nn(CCCC(=O)Nc2ccc(OC(F)(F)F)cc2)c(C)c1[N+](=O)[O-]	i

(more compounds)
SMILES	ST2 inh
CCN=C1SC(CC(=O)Nc2ccc(N3CCOCC3)cc2)C(=O)N1CC (centres undefined)	i
Cc1ccc(/C=C2\N=C(c3ccc(C)c([N+](=O)[O-])c3)OC2=O)o1	?
Cc1ccc(NC(=O)C2CCN(S(=O)(=O)c3cc4c(cc3C)NC(=O)CO4)CC2)nc1	i
NC(=O)c1ccccc1-c1cccc(OC(F)(F)F)c1	i
CC1CCCCC1NC(=O)C1(O)c2ccccc2NC(=O)N1c1ccc(Cl)cc1 (centres undefined)	i
Cc1ncsc1CCC(=O)N1CCC(O)(c2ccc(F)cc2)CC1	i
CC1CCN([C@@H]2[C@H](O)[C@H](CO)O[C@@H]2CNC(=O)c2ccccc2)CC1	i
CCN(C(=O)c1cccc(F)c1F)[C@@H]1CCN(c2ccnc(N)n2)C[C@H]1O	i
CCOC(=O)C1NN=C(C(=O)c2ccc(OC)cc2)C1c1ccccc1 (centres undefined)	i
O=C(NC1CCCC1)c1cc(-c2ccc(F)cc2)on1	i
CC(C)C1CN(C(=O)c2cc(=O)n(C)c(=O)n2C)CCC(=O)N1CC1CC1 (centres undefined)	i
CCOc1ccc(-c2[nH]nc3c2C2(C(=O)N(CC(=O)O)c4ccccc42)C(C#N)=C(N)O3)cc1 (centres undefined)	i
CCSc1nc(C)cc(OC(NC(=O)c2ccccc2)C(=O)c2ccccc2)n1 (centres undefined)	?
O=c1oc2cc(O)c(Cl)cc2c2c1CCCC2	i
COc1ccc2c(C)c(Cc3ccccc3)c(=O)oc2c1	i
CNS(=O)(=O)c1ccc(C)cc1	?
CCCCN(Cc1nc2ccccc2[nH]1)Cc1ccco1	?
Cc1[nH]cnc1CN(C)Cc1cnn(-c2ccc(F)cc2)c1	i
CCn1c(C2CCCN(C(=O)c3cccc4[nH]c(C)nc34)C2)nn(C)c1=O (centres undefined)	i
CCC(C)Sc1nc2c(c(=O)n1-c1ccc(C)cc1)SCC2 (centres undefined)	?

Grouped by structure, the entries above with a COOH group.
SMILES	ST2 inh
O=C1OC(c2ccccc2)OC(=O)C1=Cc1ccc(-c2cc(C(=O)O)ccc2Cl)o1 (centres undefined)	i
Cc1ccc(OCC(=O)Nc2ccc(C(=O)O)cc2)cc1C	?
C=CCC1c2cccc(C(=O)O)c2C(=O)N1c1cccc(OC)c1 (centres undefined)	i
CCc1ccccc1NC(=O)C1CCCCC1C(=O)O (centres undefined)	i
O=C(O)C1CCC(CNCc2ccccc2Cl)CC1 (centres undefined)	i
CCOc1ccc(-c2[nH]nc3c2C2(C(=O)N(CC(=O)O)c4ccccc42)C(C#N)=C(N)O3)cc1 (centres undefined)	i

Going on with the list.
SMILES	ST2 inh
O=C(Nc1ccc2c(c1)OCCO2)c1cc2c(=O)oc3ccccc3c2s1	?
N#Cc1c(-c2ccc(Cl)cc2)cc(C2CC2)nc1SCC(=O)O	i
O=S(=O)(c1ccc(F)c(F)c1)N1CCC(n2cnc3cccnc32)CC1	?
Oc1oc(-c2ccc(Br)cc2)nc1C=Nc1ccc(Cl)cc1Cl	i
Cc1ccc(C)c(NC(=O)Cn2nnc(-c3ccccc3Cl)n2)c1	i
O=S(=O)(c1ccccc1)c1ccccc1C(O)c1ccccc1 (centres undefined)	i
CN1CCN(C(=O)c2ccc3c(c2)CCO3)CC1=O	i
Cc1ccc(OCc2nnc(SCC(=O)NCCc3ccccc3)n2-c2ccccc2)cc1C	?
CSCc1ccc2oc(C(=O)O)cc2c1	?
Cc1ccc(CN2C(=O)CSc3ccc(C(=O)NCCN4CCOCC4)cc32)cc1	i

This is a subset, so the mix of outcomes need not match the whole.
